Bioassay records from PubChem.
DYRK1A inh – rat Dyrk1A kinase inhibitors, primary screen, biochemical, single point, plate reader. ADP-Glo luminescence, NFATc1 peptide. inhibition, % at 12.5 µM. hit rate 0.43% among 310,000; in the data active = inhibition above about 50%;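 note: plate controls were vehicle with enzyme for no effect and no enzyme for full effect; many of its hits are not listed in these tables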
KCNQ1 block – inhibitors of human KCNQ1 channel, primary screen, cell-based, thallium flux, high-throughput; Potassium voltage-gated channel subfamily KQT member 1 (Homo sapiens), P51787; CHO-K1 KCNQ1, FluxOR thallium flux fluorescence; hits give high values; B-score at 10 µM; hit rate 1.3% among 310,000;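 active = compounds whose thallium flux B-score, printed positive for inhibition, exceeds three library SD while starting fluorescence stays within three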;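 note: channel opened by potassium depolarization with thallium stimulus after 20 min compound exposure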
PolyA inh – polyadenylation inhibitors in yeast reporter cells, primary screen, luminescence, S. cerevisiae; S. cerevisiae SKY197-pL101 polyadenylation reporter, beta-gal luminescence; efflux-impaired pdr1/pdr3 knockout yeast; score 100 = 6 SD above DMSO; calls only at 12 µM; hit rate 0.02% among 300,000; AID 1875, 2009;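 active = lowest replicate activity score at least 50, where 100 means six control SD above control mean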;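 note: yeast exposed to compound for 9 h at 30 °C; higher score means more reporter readthrough which indicates perturbed polyadenylation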
KCNQ1 act – potentiators or activators of KCNQ1 channel, primary screen, cell-based, thallium flux, high-throughput. Potassium voltage-gated channel subfamily KQT member 1 (Homo sapiens), P51787. CHO-K1 KCNQ1, thallium flux FluxOR fluorescence; hits give high values. B-score at 10 µM. hit rate 0.35% among 310,000;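 active = fluorescence ratio B-score, a plate-corrected score, at least three library SD, with initial intensity B-score within 5 SD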
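Doses: Single concentration per compound, DMSO matched to controls | Test system: KCNQ1-transfected CHO-K1 cells | Timing: 90 min dye loading and 20 min compound exposure, both at room temperature | Measured by: Kinetic FluxOR thallium fluorescence, 10-s 1-Hz baseline, 110-s post-stimulus read | Medium: Assay buffer with matched DMSO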
HDAC3 inh – HDAC3 deacetylase inhibitors, primary screen, biochemical, fluorescence, cell-free homogeneous. recombinant HDAC3, fluorogenic peptide/trypsin coupled. inhibition, % at 8.3 µM. hit rate 0.15% among 320,000; in the data active = inhibition above about 26%, passing the limit was not always enough
GSK3B inh – human GSK3beta kinase inhibitors, primary screen, biochemical, cell-free homogeneous, HTS; hit rate 0.038% among 300,000; activity score (negative = inhibition), % at 10 µM; GST-GSK3beta kinase, ADP-Glo luminescence, 60 min; hits give low values;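 active = more than half of replicate wells score below -50%, meaning over 50% inhibition versus plate controls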;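 note: 0% = median DMSO wells and -100% = median GW8510 positive control wells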
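Test system: GST-tagged human GSK3beta kinase, cell-free; evaluation: activity score scaled between in-plate DMSO and GW8510 controls; measured by: ADP-Glo luminescence; incubation: 60 min reaction, RT; benchmarks: DMSO and 20 µM GW8510; reagent: peptide substrate plus 25 µM ATP (final); medium: Tris/MgCl2 kinase buffer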
GSK3A inh – blockers of GSK3A enzyme activity – biochemical, luminescence, cell-free homogeneous, HTS, primary screen; Glycogen synthase kinase-3 alpha (Homo sapiens), P49840; GSK-3 alpha kinase, ADP-Glo luminescence, 60 min; inhibition, % at 10 µM; hit rate 0.1% among 320,000;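 in the data active = inhibition above about 50%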;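 note: GST-tagged GSK-3 alpha with peptide substrate and 25 µM ATP; 0% = DMSO neutral wells and 100% = GW8510 positive control wells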
KCNK9 inh – KCNK9 potassium channel inhibitors, primary screen, HEK293 cells, thallium flux; Potassium channel subfamily K member 9 (Homo sapiens), Q9NPC2; FluxOR thallium flux fluorescence; hits give low values; B-score at 10 µM; hit rate 1.2% among 310,000;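 active = ratio B-score over 3 SD below the library mean, with starting fluorescence within 5 SD of its mean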;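 note: negative B-score means less thallium flux so channel inhibition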
KCNK3 inh – human KCNK3 channel inhibitors, primary screen, CHO cells, FluxOR thallium flux, B-score; Potassium channel subfamily K member 3 (Homo sapiens), O14649; FluxOR fluorescence; hits give low values; B-score at 10 µM; hit rate 0.84% among 340,000; AID 602410, 2012;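 active = B-score under library mean minus 4 SD, starting fluorescence ratio at most library mean plus 5 SD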;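 note: more negative B-score means stronger inhibition of thallium flux through KCNK3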
RGS4 pot – RGS4 potentiators or activators, primary screen, cell-based, HEK293 M3R inducible RGS4, calcium flux; AID 463111, 2010; B-score at 10 µM; carbachol calcium flux Fluo4; hits give low values; hit rate 0.92% among 310,000;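 active = B-score of the integrated calcium signal more than 4 SD below the library mean, with starting fluorescence not abnormally high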;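 note: negative B-score means reduced calcium response which marks RGS4 activation or potentiation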
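Material: M3R-expressing HEK293 line, RGS4 induced by doxycycline | Schedule: Overnight RGS4 induction, 30 min dye load 37 °C, 20 min compound RT | Measured by: Fluo4 fluorescence kinetic imaging of calcium | Read-out: Integrated calcium ratio converted to B score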
hERG protect – hERG rescue from dofetilide block, primary screen, cell-based, CHO-hERG, FluxOR thallium flux, dofetilide IC70 | Voltage-gated inwardly rectifying potassium channel KCNH2 (Homo sapiens), Q12809 | dofetilide IC70 present | activation (rescue from dofetilide block), less the hit threshold, % at 10 µM | hit rate 0.51% among 310,000 | AID 1511, 2009;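 active = activation above the mean of controls blocked by dofetilide plus 5 SD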;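 note: thallium influx through hERG after potassium depolarization seen as dye fluorescence rise; in these data hits start at about 4.7%; inactives centre near -7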
Target sequence (Q12809 whole entry, looked up): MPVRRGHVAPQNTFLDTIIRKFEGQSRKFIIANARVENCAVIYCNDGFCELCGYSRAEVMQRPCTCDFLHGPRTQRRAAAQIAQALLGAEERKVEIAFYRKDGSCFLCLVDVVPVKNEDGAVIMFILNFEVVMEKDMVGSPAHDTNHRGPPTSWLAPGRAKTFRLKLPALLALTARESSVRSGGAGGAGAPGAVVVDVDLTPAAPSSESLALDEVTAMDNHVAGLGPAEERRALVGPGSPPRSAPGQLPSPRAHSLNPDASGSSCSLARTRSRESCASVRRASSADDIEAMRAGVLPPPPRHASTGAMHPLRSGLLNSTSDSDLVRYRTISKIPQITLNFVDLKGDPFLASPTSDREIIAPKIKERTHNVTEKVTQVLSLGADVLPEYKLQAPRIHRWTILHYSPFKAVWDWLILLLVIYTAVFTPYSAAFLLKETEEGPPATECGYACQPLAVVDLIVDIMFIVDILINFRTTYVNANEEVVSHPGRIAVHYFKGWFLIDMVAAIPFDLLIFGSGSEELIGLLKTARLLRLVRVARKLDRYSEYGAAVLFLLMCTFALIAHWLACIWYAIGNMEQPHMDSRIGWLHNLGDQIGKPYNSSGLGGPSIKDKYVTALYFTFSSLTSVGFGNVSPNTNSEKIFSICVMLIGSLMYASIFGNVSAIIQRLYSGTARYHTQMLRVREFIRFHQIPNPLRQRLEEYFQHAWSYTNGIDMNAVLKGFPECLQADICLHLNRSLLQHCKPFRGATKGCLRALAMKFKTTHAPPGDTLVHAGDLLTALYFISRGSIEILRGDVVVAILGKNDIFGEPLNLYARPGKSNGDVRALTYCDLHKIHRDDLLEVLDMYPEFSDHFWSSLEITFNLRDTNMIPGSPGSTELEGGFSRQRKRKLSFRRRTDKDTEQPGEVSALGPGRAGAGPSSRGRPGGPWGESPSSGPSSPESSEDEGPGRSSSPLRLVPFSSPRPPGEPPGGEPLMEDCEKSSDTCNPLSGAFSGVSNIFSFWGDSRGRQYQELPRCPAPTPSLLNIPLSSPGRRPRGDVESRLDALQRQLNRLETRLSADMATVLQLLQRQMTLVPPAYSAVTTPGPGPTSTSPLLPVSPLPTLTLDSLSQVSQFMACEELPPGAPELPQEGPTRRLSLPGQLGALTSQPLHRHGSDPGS
The depositor's hits bear a star; i = inactive; . = no result given. A portion of the library; count on the stated rates, not on these rows.

SMILES	DYRK1A inh	KCNQ1 block	PolyA inh	KCNQ1 act	HDAC3 inh	GSK3B inh	GSK3A inh	KCNK9 inh	KCNK3 inh	RGS4 pot	hERG protect
O=C(NCc1cccnc1)c1ccc(COc2ccccc2Cl)o1	-4	i	i	i	-3	0	-2	i	i	i	-9
CCN(CC(=O)NCCc1ccccc1)S(=O)(=O)c1ccc(Br)cc1	.	i	i	i	2	0	-1	i	i	i	-11
O=C(O)c1ccccc1C(=O)Nc1ccc(-n2nc(C(F)(F)F)cc2C(F)(F)F)cc1	.	i	i	i	-11	4	1	i	i	i	-8
O=C(COC(=O)c1cccc(O)c1)Nc1nnc(-c2ccccc2)o1	-2	i	i	i	-8	10	-2	i	i	i	-14
O=C(NC(Cc1ccccc1)C(=O)NCc1ccccn1)c1ccco1 (stereo unspecified)	-5	i	i	i	-1	1	.	i	i	i	-12
O=c1c2cnn(-c3ccccc3)c2ncn1CCc1ccccc1	.	i	i	i	0	3	-2	i	i	i	-7
CC1(C)CC(=O)N(c2cccc(C(F)(F)F)c2)C(=O)C1	-5	i	i	i	1	1	1	i	i	i	-6
Cc1ccc(CCNC(=O)CCNS(=O)(=O)c2ccc3c(c2)c(=O)n(C)c(=O)n3C)cc1	0	i	i	i	-4	1	-1	i	i	i	-10
CCC(=O)Nc1nc2nc(-c3ccccc3)cc(-c3ccccc3)n2n1	4	i	i	i	-7	0	-3	i	i	i	-8
COc1ccc(-c2ccc(-c3noc(-c4ccccc4C)n3)c(OC)n2)cc1	5	i	i	i	0	-1	-2	i	i	i	-8
O=C(c1ccc(COc2ccc3ccccc3c2)o1)N1N=C(C(F)F)CC1(O)C(F)F (stereo unspecified)	5	i	i	i	19	4	1	i	i	i	-7
Cc1ccnc(SCC(=O)c2cc3ccccc3o2)n1	9	i	i	i	.	1	.	i	i	i	2
O=C(COC(=O)C(O)C(O)C(=O)OCC(=O)c1ccc(C(F)(F)F)cc1)c1ccc(C(F)(F)F)cc1 (stereo unspecified)	1	i	i	i	6	-7	-1	i	i	i	-14
CCCCn1c(Cl)nc2c1c(=O)n(C)c(=O)n2C	-6	i	i	i	-1	4	-2	i	i	i	-3
CCSc1nnc(-c2ccccc2SC)o1	-3	i	i	i	-1	2	-3	i	i	i	-4
Cc1cccnc1NC(=O)c1ccc([N+](=O)[O-])o1	-7	i	i	i	-2	4	2	i	i	i	-4
COc1ccc(/C=C2\SC(=S)N(NC(=O)c3ccncc3)C2=O)cc1OC	.	i	i	i	7	-1	-3	i	.	i	-7
O=C(CCCCn1c(=O)c2ccccc2n(Cc2ccc(Cl)cc2)c1=O)NCc1ccco1	7	i	i	i	4	-4	2	i	i	i	-4
COc1ccc(-c2cc(=O)oc3cc(OCC(=O)N4C[C@H]5C[C@@H](C4)c4cccc(=O)n4C5)ccc23)cc1	8	i	i	i	5	3	-2	i	i	i	-6
COc1ccc(OC)c(C2C(C(=O)N(C)C)=C(C)Nc3nc4ccccc4n32)c1 (stereo unspecified)	-6	i	i	i	-8	0	1	i	i	i	-2
CC(=O)NC(CSc1cc(C)nc2ccc(Br)cc12)C(=O)O (stereo unspecified)	4	i	i	i	-9	2	-3	i	i	i	-14
Cc1ccc(CNC(=O)CN(C(=O)C2(C)CC(=O)N=C3C=CC=CN32)c2ccc(F)cc2)cc1 (stereo unspecified)	-7	i	i	i	-43	-1	0	i	i	i	-2
Nc1nc(NCCc2ccccc2)nc(NCCO)c1[N+](=O)[O-]	7	i	i	i	11	-1	93*	i	i	i	-9
COc1ccc(Br)cc1-c1nc(C)c(C(C)=O)n1O	-16	i	i	i	10	1	2	i	i	i	-15
NS(=O)(=O)c1cc(C(=O)NCC2CCCCC2)ccc1Cl	7	i	i	i	-4	-2	3	i	i	i	-5
CCN(CC)c1cc(-c2ccccc2)ncn1	1	i	i	i	.	-1	.	i	i	i	-13
O=c1c2ccccc2nc(/C=C/c2ccc([N+](=O)[O-])o2)n1CCCO	3	i	i	i	1	3	-2	i	i	i	-10
Cc1ccc(CN2CCc3c(OCC(=O)Nc4cccc(C)c4C)cccc3C2=O)cc1	.	i	i	i	-3	5	0	i	.	i	-16
Cc1oc2c(C)c3oc(=O)c(CCC(=O)N[C@@H](CC(C)C)C(=O)O)c(C)c3cc2c1C	-1	i	i	i	1	6	-1	i	i	i	-3
CCOc1ccc(NC(=S)N2CCCC2)cc1	9	i	.	i	-1	4	.	i	i	i	-11
CCC(C)N(C(=O)COC(=O)C1CCN(S(=O)(=O)c2ccc(C)c(C)c2)CC1)C1CCS(=O)(=O)C1 (stereo unspecified)	20	i	i	i	2	-2	-2	i	i	i	-9
Cc1ccc(C)c(NC(=O)c2cc(-c3ccccc3O)n[nH]2)c1	-4	i	i	i	6	-4	-2	i	i	i	-7
CC(=O)c1ccc(NC(=O)Cn2cnc(S(=O)(=O)N3CCC(C)CC3)c2)cc1	-7	i	i	i	-2	1	-2	i	i	i	-3
Cc1nn2c(-c3ccc(S(=O)(=O)N4CCN(CCO)CC4)o3)nnc2c2ccccc12	1	i	i	i	-2	5	0	i	i	i	-14
Cc1ccc2cc(C3CC(c4cccs4)=NN3S(C)(=O)=O)c(Cl)nc2c1 (stereo unspecified)	-5	i	i	i	.	-4	1	i	i	i	-6
COCCOC(=O)C1=C(N)OC2=C(C(=O)CC(C)(C)C2)C1c1ccncc1 (stereo unspecified)	4	i	i	i	-5	1	0	i	i	i	-8
CCn1nccc1C(=O)NC1=C(C#N)CCC1	-2	i	i	i	-1	3	2	i	i	i	-8
CC(C)c1ccc(S(=O)(=O)N2CCN(C(=O)C3CCCCC3)CC2)cc1	1	i	i	i	-6	1	-3	i	i	i	-5
Cc1ccc(OCC(=O)c2cc(C)n(C)c2C)c([N+](=O)[O-])n1	2	i	i	i	4	-19	-3	i	i	i	-1
O=C(Nc1ccc(N2CCOCC2)cc1)Nc1ccc2nc(-c3ccco3)c(-c3ccco3)nc2c1	9	i	i	i	7	-1	-2	i	i	i	-20
COc1ccc([N+](=O)[O-])c(S(=O)(=O)c2ccccc2)n1	.	i	i	i	0	2	3	i	i	i	-8
O=S(=O)(c1cccc2cccnc12)N1CCOCC1	14	i	i	i	0	-1	0	i	i	i	-5
O=C(NCc1cccs1)C1CCCN1C(=O)Nc1ccc(F)cc1 (stereo unspecified)	-4	i	i	i	0	2	1	i	i	i	-10
C=CCN1C(c2ccc(Br)cc2)=CS/C1=C(/C#N)c1nnc(N2CCOCC2)n1-c1ccccc1	-1	i	i	i	4	0	-1	i	i	i	-10
Cc1cccc(C(=O)Nc2ccc(C(=O)N/N=C/c3ccc(C)o3)cc2)c1	5	i	i	i	-4	-1	4	i	i	i	-8
Cc1[nH]n2cnnc2c(=O)c1Br	2	i	i	i	12	0	-1	i	i	i	-15
COC(=O)c1c(-c2ccncc2)csc1NC(=O)c1ccoc1C	-2	i	i	i	-8	0	-1	i	i	i	-9
C=CCn1c(COc2ccccc2)nnc1SCC(=O)Nc1ccc2c(c1)OCCO2	-2	i	i	i	-2	-1	-2	i	i	i	-3
O=S(=O)(NC1CCCCC1)c1ccc(Br)s1	-2	i	i	i	3	2	0	i	i	i	-3
Cc1cccc(C)c1OCC(=O)N/N=C/c1ccc2c(c1)OCO2	-3	i	i	i	1	3	-2	i	i	i	-5
O=c1c(-c2ccccc2)cnc2n1CCS2	8	i	i	i	-6	1	-3	i	i	i	-16

Among those listed so far, these have a furan ring, fused or not.
SMILES	DYRK1A inh	KCNQ1 block	PolyA inh	KCNQ1 act	HDAC3 inh	GSK3B inh	GSK3A inh	KCNK9 inh	KCNK3 inh	RGS4 pot	hERG protect
O=C(NCc1cccnc1)c1ccc(COc2ccccc2Cl)o1	-4	i	i	i	-3	0	-2	i	i	i	-9
O=C(NC(Cc1ccccc1)C(=O)NCc1ccccn1)c1ccco1 (stereo unspecified)	-5	i	i	i	-1	1	.	i	i	i	-12
O=C(c1ccc(COc2ccc3ccccc3c2)o1)N1N=C(C(F)F)CC1(O)C(F)F (stereo unspecified)	5	i	i	i	19	4	1	i	i	i	-7
Cc1ccnc(SCC(=O)c2cc3ccccc3o2)n1	9	i	i	i	.	1	.	i	i	i	2
Cc1cccnc1NC(=O)c1ccc([N+](=O)[O-])o1	-7	i	i	i	-2	4	2	i	i	i	-4
O=C(CCCCn1c(=O)c2ccccc2n(Cc2ccc(Cl)cc2)c1=O)NCc1ccco1	7	i	i	i	4	-4	2	i	i	i	-4
O=c1c2ccccc2nc(/C=C/c2ccc([N+](=O)[O-])o2)n1CCCO	3	i	i	i	1	3	-2	i	i	i	-10
Cc1oc2c(C)c3oc(=O)c(CCC(=O)N[C@@H](CC(C)C)C(=O)O)c(C)c3cc2c1C	-1	i	i	i	1	6	-1	i	i	i	-3
Cc1nn2c(-c3ccc(S(=O)(=O)N4CCN(CCO)CC4)o3)nnc2c2ccccc12	1	i	i	i	-2	5	0	i	i	i	-14
O=C(Nc1ccc(N2CCOCC2)cc1)Nc1ccc2nc(-c3ccco3)c(-c3ccco3)nc2c1	9	i	i	i	7	-1	-2	i	i	i	-20
Cc1cccc(C(=O)Nc2ccc(C(=O)N/N=C/c3ccc(C)o3)cc2)c1	5	i	i	i	-4	-1	4	i	i	i	-8
COC(=O)c1c(-c2ccncc2)csc1NC(=O)c1ccoc1C	-2	i	i	i	-8	0	-1	i	i	i	-9
